Source: PubChem BioAssay (National Center for Advancing Translational Sciences (NCATS))
ALOX15B inhib = qHTS Assay for Inhibitors of 15-hLO-2 (15-human lipoxygenase 2). purified 15hLO-2, xylenol orange hydroperoxide absorbance. Potency, µM (titrated, usually from 57.1 µM), without a hit: at the top dose activity change, negative = inhibition, usual class: inhibitors. 110,000 tested, 0.56% active. AID 881, 2007; also: potency is read from the fitted curve at half-maximal effect; nearly all actives have a fitted effect of over 60% in size; many of its hits are not listed in these tables
Target sequence (O15296 whole entry, looked up): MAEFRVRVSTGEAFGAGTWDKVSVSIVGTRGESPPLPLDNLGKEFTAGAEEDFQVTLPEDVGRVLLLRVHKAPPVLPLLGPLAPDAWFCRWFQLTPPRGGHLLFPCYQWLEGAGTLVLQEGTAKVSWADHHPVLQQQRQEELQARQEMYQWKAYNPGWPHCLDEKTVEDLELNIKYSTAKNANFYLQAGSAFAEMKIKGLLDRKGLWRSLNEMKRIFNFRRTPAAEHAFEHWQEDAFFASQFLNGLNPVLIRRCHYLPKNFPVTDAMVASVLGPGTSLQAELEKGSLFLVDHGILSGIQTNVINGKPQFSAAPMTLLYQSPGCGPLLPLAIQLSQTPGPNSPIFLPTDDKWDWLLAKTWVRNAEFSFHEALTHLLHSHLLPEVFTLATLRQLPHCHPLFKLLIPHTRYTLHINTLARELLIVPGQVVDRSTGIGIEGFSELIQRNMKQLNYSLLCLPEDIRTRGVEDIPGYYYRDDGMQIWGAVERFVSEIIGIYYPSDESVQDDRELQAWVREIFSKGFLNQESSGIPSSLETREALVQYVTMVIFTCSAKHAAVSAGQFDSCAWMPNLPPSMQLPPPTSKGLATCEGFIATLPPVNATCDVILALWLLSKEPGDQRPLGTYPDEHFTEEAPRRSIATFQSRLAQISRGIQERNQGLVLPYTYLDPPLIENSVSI
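Purified human 15hLO-2 (50 nM) preincubated 15 min with compound, then 45 uM arachidonic acid for 90 min at RT in 25 mM Hepes pH 7.5, 0.01% Triton X-100. Hydroperoxide detected by Fe-xylenol orange; 573/405 nm absorbance ratio.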
PNC assembly inh = High Content Assay for Compounds that inhibit the Assembly of the Perinucleolar Compartment. PC3M PTB-GFP, PNC prevalence imaging, 16 h; active compounds read low. activity change (PNC), negative = inhibition, % at 10 µM. 140,000 tested, 3.1% active. AID 2417, 2010;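 active = readout at or below -70, meaning at least 70% loss of cells showing the perinucleolar compartment, a nuclear body marking cancer cells; inconclusive = readout between -30 and a set limit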;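 also: plate controls were DMSO wells for no effect and camptothecin positive control wells for full effect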
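PC3M cells stably expressing PTB-GFP, 750–1000 cells/well, treated 16 h at 37 °C with compound (23 nl of library stock), in duplicate. After paraformaldehyde fixation and Hoechst stain, imaged at 20x; PNC prevalence scored by image analysis.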
ALOX12 inhib = qHTS Assay for Inhibitors of 12-hLO (12-human lipoxygenase); Polyunsaturated fatty acid lipoxygenase ALOX12 (Homo sapiens), P18054; purified 12-hLO, xylenol orange hydroperoxide absorbance; Potency, µM (series often up to 57.1 µM), inactives show at the highest dose activity change, negative = inhibition, most hits filed as inhibitors; 150,000 tested, 0.12% active; AID 1452, 2008; also: potency is read from the fitted curve at half-maximal effect; nearly all actives have a fitted effect of over 55% in size; many of its hits are not listed in these tables
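150 nM 12hLO, 25 mM Hepes pH 7.0 + 0.01% Triton X-100; cpd preinc 15 min RT; 40 uM arachidonic acid, 30 min RT; Fe-XO 30 min; A573/A405 ratio as read-out.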
IMPase cell inh = qHTS Assay for Identifying the Cell-Membrane Permeable IMPase Inhibitors | 120,000 tested, under 10 active | CHO-M1 cells, IP1 accumulation, HTRF TR-FRET ratio | inhibition (IP1 accumulation), % at 46.1 µM; active = well fitted curve in the direction sought with a large enough effect in the signal ratio, not every such curve was filed as active; inconclusive = small, poorly fitted or top-dose-only effect, or a change in a side signal; inactive = no such curve, though single readings can be large or run the other way; the % refers to the signal ratio;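 also: cells stimulated with carbachol in lithium chloride buffer; plate controls were DMSO basal wells for no effect and reference inhibitor wells for full effect; higher means more IMPase inhibition seen as more IP1 and lower FRET ratio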
Target sequence (P97697 whole entry, looked up): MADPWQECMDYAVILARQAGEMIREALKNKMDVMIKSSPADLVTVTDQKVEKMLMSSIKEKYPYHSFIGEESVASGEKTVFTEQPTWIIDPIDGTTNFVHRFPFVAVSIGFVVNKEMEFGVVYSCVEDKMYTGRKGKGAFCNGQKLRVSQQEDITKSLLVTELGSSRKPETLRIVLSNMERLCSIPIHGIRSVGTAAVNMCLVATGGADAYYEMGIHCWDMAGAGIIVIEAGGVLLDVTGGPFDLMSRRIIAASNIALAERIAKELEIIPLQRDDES
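The IP-One HTRF competitive assay in carbachol-stimulated CHO-M1 cells quantifies cellular IP1. Compounds spanned up to 46 uM final, and activity is expressed as AC50 from concentration-response fits of the ratio and donor data.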
* hit, by the source's call; u = inconclusive; x = no result given; [ ] = remark or other dose. Unless noted, calls follow the shape of the dose curve; as a rule, active = well fitted curve in the direction sought with a large enough effect; inconclusive = small, poorly fitted or top-dose-only effect, or another doubt; inactive = no such curve, though single readings can be large; an effect the other way counts as inactive or inconclusive. Unless noted, % is scaled to controls: 0 for no effect and ±100 for the full control effect. An excerpt; the hit share may differ from the screen's.

compound	ALOX15B inhib	PNC assembly inh	ALOX12 inhib	IMPase cell inh
O=C(OCCOc1ccc(Br)cc1)c1cnccn1	1%	15	0%	8
CCc1ccc(NC(=S)NC(=O)CC(C)C)cc1	x	35	-11%	x
O=C(CN1C(=O)CSc2ccccc21)Nc1ccc2c(c1)OCCO2	-12%	u	-2%	-1
COc1ccc(Cc2nnc(N)s2)cc1	-4%	9	-6%	1
COc1ccc(C2=CC(c3ccc(OC)c(OC)c3)NC(=S)N2)cc1 (stereo unspecified)	u	u	-21%	u
CCOc1cccc(/C(O)=C2/C(=O)C(=O)N(Cc3cccnc3)C2c2ccco2)c1 (stereo unspecified)	-3%	94	-18%	-3
Cc1cc(N(C)C)ccc1[N+](=O)[O-]	x	17	-9%	x
CCOc1ccc(-n2c(SCc3nc(-c4ccc(C)cc4)no3)nnc2-c2ccncc2)cc1	36%[activator]	u	-1%	14
S=C(NCCCc1ccccc1)Nc1ccccc1Cl	x	20	-24%	x
O=C1CC(=O)N2N=C(c3ccc([N+](=O)[O-])cc3)SC2=N1	x	-14	1%	0
COc1ccc(OC)c(NC(=O)COc2ccc(S(=O)(=O)NC(C)C)cc2)c1	0%	18	-2%	16
O=C(Nc1cccc(Cl)c1Cl)c1cc(S(=O)(=O)NCCc2ccccc2)ccc1F	x	18	0%	x
CCOC(=O)c1ccc(-n2[nH]c(-c3ccccc3)cc2=O)cc1	-28%	-18	-4%	5
CCCOC(=O)c1ccc(NC(=O)C2CCCO2)cc1 (stereo unspecified)	-8%	-29	1%	1
Cc1ccccc1-c1nnc(SCCOc2ccc3c(C)cc(=O)oc3c2)o1	-9%	u	8%	1

Continued.
compound	ALOX15B inhib	PNC assembly inh	ALOX12 inhib	IMPase cell inh
Cc1cc(C)nc(-n2nc(C)cc2Nc2ccccc2)n1	6%	-23	8%	5
O=C(Oc1ccccc1)N1CCN(c2ccc(F)cc2)CC1	-1%	u	-2%	2
CC(=O)N(C)c1ccc(NC(=O)C(F)(F)F)cc1	x	u	-1%	-5
Clc1ccc(COc2ccccn2)cc1Cl	-6%	7	-5%	5
CN(C)c1ccc([N+](=O)[O-])cc1C(=O)O	x	-9	2%	7
COc1ccc2c(CCNC(=O)c3ccco3)c[nH]c2c1	-22%	-114*	-14%	12
Cc1ccc(NCc2nnc(SCCN3CCCCC3)n2CC2CCCO2)cc1Cl (stereo unspecified)	39%[activator]	4	5%	7
O=C(NC(C(=O)N/N=C/c1cccc2ccccc12)c1n[nH]c(=O)c2ccccc12)c1ccccc1 (stereo unspecified)	0%	-11	-23%	-23
COc1ccccc1N1CCN(C(=O)Nc2ccc([N+](=O)[O-])cc2)CC1	x	u	3%	x
COc1cccc(N2C(C(C)=O)=NN(c3ccccc3)C2c2ccc(N3CCOCC3)cc2)c1 (stereo unspecified)	x	u	-2%	x
Cc1cc(C)c2nc(NNC(=O)c3ccc(S(=O)(=O)N4CCc5ccccc5C4)cc3)sc2c1	x	14	u	x
CC(C(=O)Nc1ccc2c(c1)OCCO2)N1CCN(C(=O)c2ccco2)CC1 (stereo unspecified)	2%	u	4%	-1
C=C(C)C1CC=C(C)/C(=N/NC(=O)CNc2ccc(OCC)cc2)C1 (stereo unspecified)	-18%	11	-11%	0
Cc1ccccc1S(=O)(=O)Nc1nc2ccccc2nc1N1CCOCC1	-10%	u	-6%	-19
COC(=O)c1ccc(NC(=S)NC2CCCCC2C)cc1 (stereo unspecified)	x	u	-10%	8

(next part)
compound	ALOX15B inhib	PNC assembly inh	ALOX12 inhib	IMPase cell inh
O=C(OCc1nc2scc(-c3ccccc3)c2c(=O)[nH]1)c1cc([N+](=O)[O-])ccc1Cl	x	30	4%	x
O=C(Nc1cccnc1)c1ccc2c(c1)OCO2	-4%	-9	1%	-1
COc1ccc2c(c1)CCc1c(C(=O)N3CCc4ccccc4C3)noc1-2	7%	-24	3%	8
COc1ccc(NC(=O)CSc2ccccn2)cc1	x	-16	11%	u
c1ccc(-c2ccc(C3=Nn4c(Cn5nnc6ccccc65)nnc4SC3)cc2)cc1	-30%	-6	3%	9
Cc1nnc(SCC(=O)n2c3c(c4ccccc42)CCCC3)s1	6%	30	-3%	1
CCCNC(=O)c1cc(-c2ccc(Br)cc2)on1	-8%	-3	-1%	12
COc1ccc(NC(=O)c2sccc2C)c([N+](=O)[O-])c1	19%	-2	-5%	-2
CCOc1ccc(-c2nnn(CC(=O)Nc3ccccc3OC)n2)cc1OCC	1%	-29	-3%	0
O=C(N/C(=C\c1cccc([N+](=O)[O-])c1)C(=O)N1CCCCC1)c1cccs1	2%	-5	-2%	21
Cc1nn(-c2ccccc2)c(C)c1/C=N/O	2%	u	-4%	-7
CCOC(=O)/C(C#N)=C\C=C1C=CN(C)C=C1	-18%	-11	-1%	u
Cc1ccc(N(CC(=O)N2CC(=O)Nc3ccccc32)S(=O)(=O)c2ccc3c(c2)OCCO3)cc1	x	-100*	-5%	-5
Cn1nc(C(C)(C)C)c([N+](=O)[O-])c1C(=O)NCCO	x	u	2%	x
Cc1oc(-c2ccccc2)cc1C(=O)Nc1ccc(N(C)C)cc1	-24%	-12	-9%	9

Arranged by length of the SMILES (smallest number first): some entries from above.
compound	ALOX15B inhib	PNC assembly inh	ALOX12 inhib	IMPase cell inh
COc1ccc(NC(=O)CSc2ccccn2)cc1	x	-16	11%	u
O=C(Nc1cccnc1)c1ccc2c(c1)OCO2	-4%	-9	1%	-1
CCOC(=O)/C(C#N)=C\C=C1C=CN(C)C=C1	-18%	-11	-1%	u
Cc1nnc(SCC(=O)n2c3c(c4ccccc42)CCCC3)s1	6%	30	-3%	1
COc1ccc(NC(=O)c2sccc2C)c([N+](=O)[O-])c1	19%	-2	-5%	-2
Cn1nc(C(C)(C)C)c([N+](=O)[O-])c1C(=O)NCCO	x	u	2%	x
O=C(N/C(=C\c1cccc([N+](=O)[O-])c1)C(=O)N1CCCCC1)c1cccs1	2%	-5	-2%	21

(cont.)
compound	ALOX15B inhib	PNC assembly inh	ALOX12 inhib	IMPase cell inh
Cc1occc1C(=O)NCc1cccs1	x	7	5%	9
Cc1[nH]n(-c2ccccc2)c(=O)c1/C=N/O	-2%	-15	-8%	4
CCOC(=O)C1(C)Oc2ccccc2C(C(=O)OC)=C1C(=O)OC (stereo unspecified)	-4%[0.0915 µM]	x	-3%[0.00818 µM]	x
Cc1ccc(S(=O)(=O)N2CCCCC2)cc1NC(=O)C1CC(=O)N(Cc2ccccc2)C1 (stereo unspecified)	x	u	2%	x
COC(=O)c1ccc(CSc2nnc(-c3c[nH]c4ccccc34)n2C)o1	2%	12	1%	13
CN(CC(=O)Nc1nc2ccccc2s1)S(=O)(=O)c1ccccc1	6%[2.29 µM]	u	-3%	0
O=C(COC(=O)c1ccc2c(c1)C(=O)N(c1cccc3ncccc13)C2=O)c1ccc(Cl)cc1	x	-2	0%	x
COc1ccccc1OCC(=O)Nc1cccc(-c2nc3ccccc3o2)c1	-25%	u	0%	-9
O=c1c2[nH]c3ccccc3c2ncn1Cc1ccco1	-1%	58	6%	4
CCOC(=O)c1nn(-c2sc(C(=O)OC)c(C)c2C(=O)OC)cc1O	-3%	u	-1%	4
CCC1=C/C(=C/N(C)c2ccccc2)C(=O)S1	-25%	4	-9%	4
O=C(Cc1cccs1)N(c1ccc(Cl)cc1)C1C=CS(=O)(=O)C1 (stereo unspecified)	-4%	-18	-1%	1
O=C(COC(=O)CNS(=O)(=O)c1c(Cl)cccc1Cl)Nc1ccccc1Sc1ccccc1	x	13	0%	x
Cc1ccc(N2CCN(S(=O)(=O)N(C)C)CC2)c(C)c1	5%	44	-5%	3
N#Cc1ccsc1NC(=O)CN(Cc1ccccc1)Cc1ccccc1	x	26	-3%	11

Continuation.
compound	ALOX15B inhib	PNC assembly inh	ALOX12 inhib	IMPase cell inh
Cc1ccccc1NC(=O)CN1CCC(NC(=O)Nc2ccccc2)CC1	-1%[2.29 µM]	3	-3%	-7
O=C(Nc1cccnc1)c1ccc(COc2ccccc2Br)o1	16%	6	-9%	-7
CCN(CC)C(=O)CSc1nnc(-c2ccccn2)n1-c1ccc(C)c(C)c1	7%	6	-3%	-1
O=C1COc2ccc(C(=O)COC(=O)C3CCN(S(=O)(=O)c4cccs4)CC3)cc2N1	-4%	u	-7%	-20
CC1=C(c2ccc(Cl)cc2)[N+](=O)C(C)(C)N1[O-]	x	-1	-1%	x
Clc1ccc(OCc2nn3c(-c4ccncc4)nnc3s2)cc1	0%	-16	-4%	7
NNC(=O)CNC(=O)c1ccccc1F	-1%	u	2%	9
CCOC(=O)C1CCCN(Cc2cccs2)C1 (stereo unspecified)	-6%	-18	-5%	11
Cc1ccccc1CSc1nnc(NC(=O)Cc2cccs2)s1	x	43	0%	-2
O=C1CCC(C(=O)OCc2cc(Cl)ccc2OC(F)F)N1 (stereo unspecified)	-2%	22	-5%	5
O=C(NC(=S)N1CCN(c2ccc([N+](=O)[O-])cc2Cl)CC1)c1ccco1	x	26	-5%	x
COc1ccccc1CN1CCC2(CC1)CCN(C(=O)c1ccco1)CC2	13%	x	2%	x
CC1CCCC(C)N1C(=O)CSc1nnnn1-c1cccc2c1CCCC2 (stereo unspecified)	2%	u	-2%	12
Cc1cc(-c2nc3ncccc3o2)ccc1NC(=O)CC(C)C	x	-5	2%	-4
CC(C)(C)c1ccc2c(c1)C(=O)c1ccccc1C2=O	x	u	-2%	3

Three records drawn at random from the list so far:
compound	ALOX15B inhib	PNC assembly inh	ALOX12 inhib	IMPase cell inh
CCOC(=O)C1CCCN(Cc2cccs2)C1 (stereo unspecified)	-6%	-18	-5%	11
CC1=C(c2ccc(Cl)cc2)[N+](=O)C(C)(C)N1[O-]	x	-1	-1%	x
O=C1CCC(C(=O)OCc2cc(Cl)ccc2OC(F)F)N1 (stereo unspecified)	-2%	22	-5%	5

(next part)
compound	ALOX15B inhib	PNC assembly inh	ALOX12 inhib	IMPase cell inh
Cc1c(Cl)cccc1NC(=O)CC1SC(=NCC2CCCO2)NC1=O (stereo unspecified)	x	-7	-1%	2
Cc1cc(C)c(S(=O)(=O)NCc2ccc3c(c2)cc(C)n3C)c(C)c1	-12%	6	-8%	-10
O=C1c2ccccc2C(Nc2ccc3nc(-c4cccnc4)[nH]c3c2)N1Cc1ccco1 (stereo unspecified)	x	u	-23%	11
CCOC(=O)C1CCC2(CC1)C(C#N)=C(N)Oc1n[nH]c(C)c12 (stereo unspecified)	x	u	0%	-6[0.0738 µM]
C/C(=N\NC(=S)NCc1ccccc1)c1ccccc1	x	-2	u	x
O=C(Cc1cccs1)NCc1ccco1	5%	23	4%	-11
Cc1nnc(NC(=O)CSc2nc3ccccc3o2)s1	x	-5	-3%	2
Cc1cc(=O)[nH]c(N2CCCC2)n1	4%	-14	0%	17
